# Screening data from PubChem.
# MPTP inh: mitochondrial permeability transition pore inhibitors, primary screen, biochemical, isolated mouse mitochondria, absorbance | Ca2+ swelling absorbance, 30 min | inhibition, % at 10 µM | actives 1.4% (n = 360,000) | AID 602449, 2012;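 active = inhibition of 50% or more, scaled per plate between neutral and stimulator controls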;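 also: 0% = DMSO wells given calcium and 100% = 1 mM EGTA wells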
# Numbers without * were called inactive.
# A first look, five compounds:
MPTP inh	Compound
12	CCCOc1ccc(F)cc1-c1cc(C(=O)NCc2cccc(C(F)(F)F)c2)[nH]n1
-0.5	Cc1ccc2nc(C3CCCCC3)c(Cc3ccsc3)n2c1
-0.6	Cc1cccc(C)c1-n1nnnc1C1(C)CCC(=O)N1Cc1cccnc1 (configuration not stated)
2.6	Cc1ccc(C(=O)Nc2nc(C(N)C(C)C)cs2)cc1 (configuration not stated)
0.5	CC(C)(C)n1nnnc1C(c1ccccc1)N1CCN(C(=O)c2ccco2)CC1 (configuration not stated)

# This part in full, repeating the preview:
MPTP inh	Compound
12	CCCOc1ccc(F)cc1-c1cc(C(=O)NCc2cccc(C(F)(F)F)c2)[nH]n1
-0.5	Cc1ccc2nc(C3CCCCC3)c(Cc3ccsc3)n2c1
-0.6	Cc1cccc(C)c1-n1nnnc1C1(C)CCC(=O)N1Cc1cccnc1 (configuration not stated)
2.6	Cc1ccc(C(=O)Nc2nc(C(N)C(C)C)cs2)cc1 (configuration not stated)
0.5	CC(C)(C)n1nnnc1C(c1ccccc1)N1CCN(C(=O)c2ccco2)CC1 (configuration not stated)
0.2	COc1ccc(C2CC=C(C(C)=O)CN2S(=O)(=O)c2ccc(C)cc2)cc1 (configuration not stated)
-0.3	CCc1nc2ccc(C(=O)Nc3ccc(NC(C)=O)cc3)cn2c1N(CCC(C)C)CCN(C)C
-0.6	C[C@@H]1CN([C@@H](C)CO)C(=O)CCCn2cc(nn2)CO[C@H]1CN(C)C(=O)CCCN(C)C
1.7	CC(=O)N1CCN(C(=O)OC2CC3CC2[C@H]2CCCCN2C3=O)CC1 (some centres not stated)
0.5	CNc1cncc(-c2ccc(F)c(F)c2)n1
-2.2	CSc1ncnc2c1ncn2CCCNCc1ccccc1
0.3	Cc1ccc2nc(-c3ccc(F)cc3)c(CC3CCCCC3)n2c1
2.3	COc1ccc(C(=O)C(=O)N2CCN(c3ccccc3F)CC2)cc1
3.0	COc1ccc(CC(N)c2csc(Nc3nncc4ccccc34)n2)cc1 (configuration not stated)
0.3	COc1ccc(Cc2c(-c3cccc(Cl)c3)nc3ccc(Br)cn23)c(C)c1
-1.1	CCN(CC(=O)Nc1c(F)cccc1F)C(=O)c1ccc2c(c1)C(=O)N(c1ccccc1C)C2=O
-0.3	COc1ccc(C=C2CCC3C(=O)CCCC3(C)C2=O)cc1 (configuration not stated)
-1.1	COCCNC(=O)C1(C)CCN(Cc2noc(-c3c(C)noc3C)n2)C1 (configuration not stated)
0.0	CNC[C@H]1Oc2cc(Br)ccc2S(=O)(=O)N([C@@H](C)CO)C[C@@H]1C
1.5	CCC[C@H]1CN(Cc2ccccc2)C(=O)[C@@H]1CC(=O)NC
3.2	Cc1cc(C)nc(Nc2nc(C(N)Cc3ccc(Cl)cc3)cs2)n1 (configuration not stated)
0.0	CC1NC(=O)c2cccnc2-n2c1nc1ccccc1c2=O (configuration not stated)
1.5	CC1(C(=O)NS(=O)(=O)c2ccc(C#N)cc2)CCN1C(=O)c1ccc(C2CCCCC2)cc1 (configuration not stated)
-0.8	O=c1[nH]c(=O)n2c(c1-c1ccccc1)OC(CBr)C2 (configuration not stated)
0.0	COC(=O)N1CCCCC1c1cc(C(=O)NCc2ccccc2)no1 (configuration not stated)
-4.2	CC(C)C[C@H]1CN([C@@H](Cc2ccccc2)CN2CCC[C@H]2CN2C(=O)C(=O)NC[C@@H]2Cc2ccccc2)C(=O)C(=O)N1CCc1ccccc1
-1.4	Nc1ccn(CCCN2CCN(C(=O)C3CC3)CC2)c(=O)n1
0.3	CC(=O)Nc1cc(-c2ccc(S(C)(=O)=O)cc2)cn2c(-c3ccc(F)cc3)cnc12
-1.1	COc1ccc(NC(=O)c2cc(C3CCCCN3C(=O)c3cccs3)on2)c(C)c1 (configuration not stated)
-1.0	CC1(C)CC(=O)C=C(c2ccc(COC(=O)C(c3ccccc3)c3ccccc3)cc2)C1=O
-0.2	O=C(NCC1CC1)c1ccc(-c2cn[nH]c2)c2ccoc12
-0.5	O=C(C[C@@H]1C[C@H]2c3cc(NC(=O)Nc4ccccc4F)ccc3O[C@H]2[C@H](CO)O1)NCC(F)(F)F
-3.2	O[C@@H]1CN(CC2CCCCC2)[C@@H](c2ccc(Cl)cc2)C[C@H]1n1cc(C2CC2)nn1
-1.0	CCCCn1nnnc1C1(C)CCC(=O)N1Cc1ccc(OC)cc1 (configuration not stated)
0.4	CC1(C(=O)NS(=O)(=O)c2cccc(Cl)c2)CCN1C(=O)c1cccc2ccccc12 (configuration not stated)
-0.8	CC1COc2c3ccccc3nn21 (configuration not stated)
-1.9	O=C(Cc1cccc([N+](=O)[O-])c1)Nc1ccccc1
-3.2	O=c1[nH]c2cc([N+](=O)[O-])cc(Cl)c2c2ccccc12
4.0	c1ccc(COc2ccc(-c3cc4nc(NCCOc5ccccc5)ccn4n3)cc2)cc1
3.3	Cn1c(=O)c2cc(NC(=O)NCCc3cccs3)ccc2n1Cc1cccc(C(F)(F)F)c1
1.2	CCOC(=O)C1=CCN(S(=O)(=O)c2ccc(Br)cc2)C1c1ccccc1 (configuration not stated)
-0.1	Cc1[nH]c2ccccc2c1C(=O)C(=O)NCc1nnnn1-c1ccc(F)c(F)c1
1.9	COc1ccc(NC(=O)C2(C)CCN2Cc2ccc(C(C)C)cc2)cc1OC (configuration not stated)
-1.0	CC1=C(C(=O)N2CCCCCC2)CC(CC(=O)NCCc2ccccn2)C(=O)N1Cc1ccccc1 (configuration not stated)
-2.5	Brc1ccc2nc(-c3ccco3)c(Cc3ccsc3)n2c1
-0.8	O=C(CC[C@H]1O[C@@H](n2ccc(=O)[nH]c2=O)[C@H](O)[C@@H]1O)N[C@@H](Cc1ccccc1)C(=O)NCC1CCCCC1
-0.3	C[C@@H]1CN([C@H](C)CO)C(=O)CCCn2nncc2CO[C@@H]1CN(C)C(=O)c1cc(-c2ccccc2)on1
-0.6	COc1cc(C(=O)N2CCCCC2c2cc(C(=O)NCc3cccnc3)no2)cc(OC)c1C (configuration not stated)
0.2	CC(=O)c1ccc2c3c(ccc([N+](=O)[O-])c13)CC2
-0.9	CCCCCCN1C[C@H](n2cc(C3CC3)nn2)[C@@H](O)C[C@@H]1c1ccccc1
0.1	COc1ccccc1CNc1nc(-c2ccccc2CO)c2sccc2n1
4.9	NC(COCc1ccccc1)c1csc(NC(=O)Nc2cccc(C(F)(F)F)c2)n1 (configuration not stated)
0.8	CCOc1ccc(-c2noc(-c3csc([C@@H]4O[C@H](CO)[C@H](O)[C@H](O)[C@H]4O)n3)n2)cc1
0.5	C[C@@H]1CN([C@@H](C)CO)S(=O)(=O)c2ccc(Br)cc2O[C@@H]1CN(C)S(=O)(=O)c1cn(C)cn1
-0.5	CCC(=O)N1CCCC(C(=O)Nc2nc3ccccc3[nH]2)CC1 (configuration not stated)
1.0	Clc1cccc(Cc2c(-c3cccc(Br)c3)nc3c4ccccc4ccn23)c1
2.1	COc1ccc(C#Cc2ccc(C3=CC(=O)CC(C)(C)C3=O)cc2)cc1
-2.8	CC(=O)N1c2ccccc2N=C(c2ccc(C(F)(F)F)cc2)C1C(=O)NC1CCCC1 (configuration not stated)
-0.1	O[C@@H]1CN(Cc2cccs2)[C@@H](c2ccc(Cl)cc2)C[C@H]1n1cc(-c2ccc(F)cc2)nn1
0.1	COc1cc2c(cc1OC)C(c1ccccc1[N+](=O)[O-])=NCC2

# More results follow:
MPTP inh	Compound
0.1	COc1ccccc1NC(=O)CCNC(=O)C1CCN(S(=O)(=O)c2ccccc2)CC1
0.0	COc1ccc(NC(=O)C2Cc3c(-c4cccc(C(N)=O)c4)ccnc3O2)cc1OC (configuration not stated)
1.3	OC(c1ccccc1)(c1nc(-c2cc(F)cc(F)c2)cs1)C(F)(F)F (configuration not stated)
-0.9	COc1ccc(CNC(=O)c2cn(Cc3ccc(S(=O)(=O)N(C)C)cc3)c(=O)s2)cc1
0.8	O=c1cc(-c2ccccc2)oc2ccc3ccccc3c12
-1.7	O=S(=O)(NC1CCN(Cc2ccccc2)CC1)c1ccc(F)c(F)c1
-0.1	CCN(CC)C(=O)c1cccc(-c2csc(C(O)c3ccc(F)c(OC)c3)n2)c1 (configuration not stated)
0.5	CN[C@H]1C[C@H]2c3cc(-c4ccccc4)ccc3CCN2C(=O)[C@H]1[C@H](C)O
-0.4	COc1ccc(C(=O)C(OP(=O)(OC)OC)c2ccccc2OC)cc1 (configuration not stated)
-1.4	Cc1cccc(N(CC(=O)NCc2ccco2)S(=O)(=O)c2ccccc2)c1
-1.6	COC(=O)[C@@]1(Cc2ccc(F)cc2)[C@H]2c3cc(C(=O)N(C)C)n(CCc4c[nH]c5ccc(O)cc45)c3C[C@H]2CN1C(=O)c1ccccc1
1.0	Cc1ccc([C@@H]2CC(=O)[C@@H]3CN(S(=O)(=O)c4ccc(C)cc4)[C@H](c4cccc5ccccc45)C[C@@H]3N2S(=O)(=O)c2ccc(Cl)cc2)cc1
-1.4	CC(C)NC(=O)C1(C)CN(S(C)(=O)=O)CC(=O)N1CCCn1ccnc1 (configuration not stated)
0.2	O=C(O)Cc1ccc(NS(=O)(=O)c2ccc3c(c2)OCCO3)cc1
-0.3	Cc1nc(C(F)(F)F)ccc1C(=O)N1CCC(C)(C(=O)O)C1 (configuration not stated)
-2.3	FC(F)(F)c1ccccc1Cc1c(-c2ccco2)nc2ccc(Cl)cn12
0.4	CCC(c1nnnn1C1CCCC1)N1CCN(C/C=C/c2ccccc2)CC1 (configuration not stated)
0.3	CCCCCCn1c(=O)n2n(c1=O)C[C@]1(OC(=O)NCC3CCCCC3)CN(S(=O)(=O)c3ccc(C)cc3)C[C@]1(O)C2
0.7	Cc1ccccc1Cn1c(C)c(C(=O)NCc2cccc(Cl)c2)sc1=O
2.5	COc1ccc(N2C(c3ccsc3)=Cc3cc4c(cc3C2c2c[nH]c3ccccc23)OCO4)cc1 (configuration not stated)

# 5 entries drawn at random from those above, as already listed:
MPTP inh	Compound
-1.4	CC(C)NC(=O)C1(C)CN(S(C)(=O)=O)CC(=O)N1CCCn1ccnc1 (configuration not stated)
-0.9	COc1ccc(CNC(=O)c2cn(Cc3ccc(S(=O)(=O)N(C)C)cc3)c(=O)s2)cc1
0.4	CCC(c1nnnn1C1CCCC1)N1CCN(C/C=C/c2ccccc2)CC1 (configuration not stated)
-0.4	COc1ccc(C(=O)C(OP(=O)(OC)OC)c2ccccc2OC)cc1 (configuration not stated)
0.1	COc1ccccc1NC(=O)CCNC(=O)C1CCN(S(=O)(=O)c2ccccc2)CC1

# Next part
MPTP inh	Compound
-1.3	COC(=O)[C@@]1(Cc2ccc(OC)cc2)[C@H]2c3cc(C(=O)N4CCCC4)n(CCc4c[nH]c5ccccc45)c3C[C@H]2CN1C(=O)c1ccccc1
-0.7	CC(C)C[C@H]1CN(CCCC[C@H]2CNC(=O)C(=O)N2CCc2ccc(O)cc2)C(=O)C(=O)N1Cc1ccccc1
0.5	CCc1nc2ccc(C(=O)N3CCN(C(=O)c4ccco4)CC3)cn2c1N(CCC(C)C)CCN(C)C
0.1	O=C(OCc1ccccc1)N1CCC2CC1c1c2cccc1N1CCOCC1 (configuration not stated)
0.8	Cc1cccc(NNC(=S)Nc2ccccc2)c1
-0.7	COc1ccc(NC(=O)C2(C)CCN2Cc2ccc(OC)c3ccccc23)cc1OC (configuration not stated)
0.3	O=c1[nH]c(C(F)(F)F)nc2c1nc1n2CCC1
-2.1	O=S(=O)(CCNCc1ccco1)NCc1ccccc1
-0.5	NC(c1csc(Nc2cnccn2)n1)c1ccccc1Cl (configuration not stated)
0.3	C[C@H](c1ccccc1)N1C[C@@H](COCc2ccccc2)Oc2cc(N3CC[C@@H](O)C3)ccc2S1(=O)=O
1.1	CC(C)CNc1ncnc2c1ncn2[C@H]1CN(Cc2cccc3ccccc23)C[C@@H](CO)O1
2.4	CC1(C(=O)Nc2ccc3c(c2)OCCO3)CSCC(=O)N1C1CCN(Cc2ccccc2)CC1 (configuration not stated)
-1.6	CCCCN1C(=O)C(CC(=O)NCCCN(C)C)CC(C(=O)N2CCOCC2)=C1C (configuration not stated)
3.3	COc1ccc(C(O)c2ncc(-c3cccc(OCc4ccccc4)c3)[nH]2)cc1F (configuration not stated)
2.1	CCc1ccc(C(O)c2ncc(-c3ccccc3C(F)(F)F)[nH]2)cc1 (configuration not stated)
-1.4	COc1ccc(-c2[nH]nc3nc(N4CCN(C(=O)c5ccoc5)CC4)cc(C(F)(F)F)c23)cc1
0.4	COCOCCn1cc(CN2CCS(=O)(=O)N(Cc3ccc(-c4ccc(OC)nc4)cc3)C(C(C)C)C2=O)nn1 (configuration not stated)
0.6	CCCc1c(C(=O)N/N=C(\CC)c2ccccc2)nnn1-c1nonc1N
1.1	COC(=O)[C@]12CCCCC=C1N(CCc1ccc(OC)c(OC)c1)C(=O)[C@H](CC(=O)NCc1ccccc1)C2
2.4	Cc1ccc(S(=O)(=O)NN2CCCCCC2)cc1
1.9	Cc1cccc(C)c1N1CCN(C(c2ccnc3ccccc23)c2nnnn2-c2ccc3c(c2)OCCO3)CC1 (configuration not stated)
-0.9	COc1ccc(C2NC(=O)c3ccccc3N2)c(OC)c1OC (configuration not stated)
-0.2	COc1cccc(C(=O)N2CCC[C@H]2C(=O)N2CCC[C@H]2C(=O)NCc2ccc(F)cc2F)c1
0.0	COc1ccc(CC(N)c2csc(NC(=O)NCCc3ccc(OC)c(OC)c3)n2)cc1 (configuration not stated)
-1.6	CCN1CCN(C(C(=O)NC2CCCCC2)c2cc3ccccc3o2)CC1 (configuration not stated)
0.3	C#CCNC(=O)C[C@@H]1C[C@@]2(C(=O)OC)CCCCC=C2N(Cc2ccc(Cl)cc2Cl)C1=O
1.1	O=C(c1nc2ccc(Cl)cn2c1CN1CCC[C@H]1CO)N1CCc2ccccc2C1
0.7	CC1(Cc2ccc(Cl)s2)C(=O)Nc2c(Cl)ccc(Cl)c21 (configuration not stated)
0.1	C[C@@H]1CN([C@@H](C)CO)C(=O)c2c(c3ccccc3n2C)-c2ccccc2CO[C@H]1CN(C)S(=O)(=O)c1ccc(C#N)cc1
0.6	CC(C)C(=O)N1CCCCCCN1C(=O)C(C)C
0.2	CCc1oc(-c2ccc(OC)cc2)c(C(=O)OCCCCCO)c1C(C)OCCO (configuration not stated)
-0.3	Cn1ccc(=O)c2cc([N+](=O)[O-])ccc21

# An excerpt; the hit share may differ from the screen's.
